# Source: PubChem
# TROY signal inh: blocks TROY-dependent signaling in reporter cells | Q293 LMP1-TROYcd NF-kB luciferase reporter, 4 h | inhibition, % at 10 µM | 0.98% of 360,000 active | AID 1347056;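 active = compounds whose plate-normalised and pattern-corrected inhibition of the luciferase reporter signal at the single screening dose is 50% or more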
# HIF-2a inh: blocks HIF-2a reporter activity. 0.72% of 360,000 active. 786-0 RCC cells HIF-2a reporter, luciferase luminescence, overnight. AID 624352. inhibition, % at 18.8 µM;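 active = inhibition of the luminescence signal of 40% or more relative to plate controls, in a single-dose primary screen at 18.75 µM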
# CF NFkB block: inhibitors of cystic fibrosis induced NF-kB | 0.86% of 360,000 active | inhibition, % at 5 µM | KKLEB NF-kB-GFP reporter, PAF-induced, GFP fluorescence overnight;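 active = at least 50% inhibition at 5 µM, scaled per plate between neutral and stimulator controls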;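 note: PAF is a Pseudomonas aeruginosa culture filtrate used as stimulus; plate controls were PAF-stimulated DMSO wells for no effect and unstimulated DMSO wells for full effect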
# C8 TRAIL sens: sensitizes caspase-8 expressing cells to TRAIL; NB7+C8 cells + TRAIL, ATPlite viability luminescence; inhibition (viability loss, TRAIL sensitization), % at 10 µM; 1% of 360,000 active; AID 624354;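 active = compounds causing at least 50% loss of cell viability in the single-dose screen, relative to plate controls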
# NR2E3 ag-1: activates human photoreceptor nuclear receptor NR2E3. GST-NR2E3/biotin-RetCOR TR-FRET, 1536-well. inhibition of corepressor binding, % at 4.78 µM. 0.12% of 320,000 active. AID 2300;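 active = percent inhibition above the cutoff of mean plus 3 SD of all tested compounds, set per screening campaign, cut at about 20% in these data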;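 note: 0% = DMSO wells and 100% = biotin wells as full block of FRET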
# Target sequence (Q9Y5X4 whole entry, looked up): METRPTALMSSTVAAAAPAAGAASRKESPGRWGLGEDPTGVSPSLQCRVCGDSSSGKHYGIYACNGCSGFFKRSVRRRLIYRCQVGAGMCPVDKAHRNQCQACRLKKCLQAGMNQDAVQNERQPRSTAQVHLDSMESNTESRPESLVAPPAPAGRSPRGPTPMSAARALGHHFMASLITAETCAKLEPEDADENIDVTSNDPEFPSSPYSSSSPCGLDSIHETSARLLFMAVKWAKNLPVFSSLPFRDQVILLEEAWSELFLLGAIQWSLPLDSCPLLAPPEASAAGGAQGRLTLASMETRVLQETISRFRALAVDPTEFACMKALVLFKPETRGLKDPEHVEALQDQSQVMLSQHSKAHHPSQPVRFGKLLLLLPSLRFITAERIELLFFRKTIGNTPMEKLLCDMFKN
#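 Material: NR2E3–RetCOR corepressor complex | Quantity: 1.35 nM GST-tagged NR2E3 final | Schedule: 5 h at 4 °C | Replication: Singlicate compound wells | Reagent: RetCOR corepressor, biotinylated, 7 nM | Controls: Biotin wells as high control, 0.6% DMSO wells as low control | Signal: TR-FRET, Eu(K)-anti-GST donor, streptavidin-D2 acceptor, ex 340, em 617/671 nm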
# Peg3 prom inh: Peg3 promoter activity inhibition. HeLa PEG-Prom luciferase reporter, luminescence, overnight. inhibition, % at 20 µM. 1.7% of 360,000 active;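 active = inhibition of at least 50% at 20 µM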
# NR2E3 ag-2: human photoreceptor-specific nuclear receptor agonism; Q9Y5X4; CHO-S Gal4-NCOR/VP16-NR2E3 two-hybrid, luciferase; inhibition of corepressor binding, % at 3.98 µM; 0.35% of 360,000 active; AID 602229;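 active = inhibition above the mean of all tested compounds plus 3 SD, cut at about 70% in these data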;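 note: 0% = DMSO with NR2E3 transfected cells and 100% = cells lacking NR2E3 construct; higher means lower luciferase signal from less NR2E3 corepressor binding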
# KKLEB cytotox: CF airway cell cytotoxicity counter-screen | activity change (cytotoxicity), % at 5 µM | 0.36% of 360,000 active | AID 602141 | KKLEB CF airway cells viability, ATPlite luminescence, overnight; hits give low values; cells stimulated with P. aeruginosa culture filtrate;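 active = corrected activity change at or below -50% at 5 µM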
# Shn3 inh set2: reduces Shn3 3'UTR luciferase signal in osteoblasts | Clone20 osteoblast Shn3 3'UTR firefly luciferase, 24 h | inhibition, % at 12.5 µM | 0.52% of 360,000 active | AID 588674;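 active = mean inhibition of at least 75% with every replicate also reaching 75%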;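 note: 0% = median of neutral control wells and 100% = pilot-screen positive control compound; some compounds past the cut are filed as inactive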
# MITF TRPM1 inh: reduces MITF-dependent TRPM1 promoter luciferase signal; SK-MEL-5 TRPM1 promoter luciferase, 24 h; inhibition, % at 12.5 µM; 0.83% of 330,000 active;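 active = mean inhibition across replicates of 60% or more, whatever share of single replicates reaches that level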; note: values of inactives mirror those of a sister screen read the other way
# TWEAK-Fn14 inh: inhibitors of TWEAK-Fn14 interaction signaling; TWEAK-stimulated Fn14 reporter cells, luciferase luminescence, 8 h; inhibition, % at 10 µM; 2% of 360,000 active; in the data active = inhibition above about 50%
# An asterisk follows results filed as active; . = no result given. Not all compounds are listed; rates above refer to the full screens.
SMILES,TROY signal inh,HIF-2a inh,CF NFkB block,C8 TRAIL sens,NR2E3 ag-1,Peg3 prom inh,NR2E3 ag-2,KKLEB cytotox,Shn3 inh set2,MITF TRPM1 inh,TWEAK-Fn14 inh
Cc1onc(C(=O)NCc2ccc(F)cc2)c1[N+](=O)[O-],-10,13,-1,2,2,15,-9,-6,-1,-5,9
Cc1ccc(CNC(=O)CN2CCN(Cc3ccc(C)cc3)C2=O)cc1,6,8,6,-17,4,11,3,10,19,-5,-3
Cc1cc(CN(C)C(=O)c2cc(COc3ccc(C)c(C)c3)on2)n[nH]1,-26,-101,15,7,0,-50,-29,10,9,-10,-9
O=C(CCc1ccccc1Cl)N1CCN(S(=O)(=O)c2ccccc2)CC1,-16,11,6,0,-2,3,-44,-5,6,-11,13
Nc1nnc(-c2ccccc2F)s1,-22,-58,-5,-10,2,-78,5,13,-7,-9,-23
O=C(c1[nH]c(C(F)(F)F)nc1-c1ccccc1)N1CCN(c2ccncc2)CC1,-14,14,-8,-8,.,-11,10,1,-10,.,-2
N#C/C(=C\c1ccc2c(c1)OCO2)C(N)=S,5,19,8,1,10,0,-14,7,-4,.,6
C=CCn1c(COc2ccc(F)cc2)nnc1SCC(=O)NC1CCS(=O)(=O)C1 (configuration not stated),13,0,11,-13,-1,12,7,10,-6,9,7
COc1cc(OC)c(C(=O)OCC(=O)N(Cc2ccccc2)C(C)(C)C)cc1OC,6,21,6,-22,0,5,-18,-2,3,-2,-8
O=C1C2C3C=CC(C3)C2C(=O)N1/N=C/c1cn(Cc2ccccc2)c2ccccc12 (configuration not stated),-7,-31,21,19,-3,18,19,-15,4,-6,-4
O=C(NCc1ccccc1)c1ccc(N2C(=O)C3CCCCC3C2=O)cc1 (configuration not stated),-4,25,3,-4,1,5,-9,5,-26,2,-12
COc1ccc(-c2nnn(CC(=O)N3CCN(c4ccccc4OC)CC3)n2)cc1,24,16,15,4,-1,-1,-16,-12,18,1,8
COc1ccc(NC(=O)C2(C)CCN2C(=O)Cc2ccc(Cl)cc2Cl)cc1OC (configuration not stated),-4,-8,-9,-2,.,2,-14,-9,17,.,2
Cc1ccc(-c2cc(N)n(-c3ccc(F)cc3)n2)cc1,-48,-300,-2,6,4,-335,-116,11,-58,-95,-12
O=C(NCc1cccnc1)Nc1ccc(Cl)c(Cl)c1,-31,-171,-16,-7,3,-92,-3,6,-40,-23,-12
CCCCCCNc1c([N+](=O)[O-])cc(C)cc1[N+](=O)[O-],-14,6,9,-7,0,-11,-20,1,13,-9,1
COc1cccc2c(=O)c(SC(F)(F)C(F)C(F)(F)F)c(C)[nH]c12 (configuration not stated),-54,-121,-2,3,3,-75,-59,-9,-25,-9,5
CCN(c1ccccc1)S(=O)(=O)c1ccc2c(c1)N(C(C)=O)CCS2,6,10,5,-10,2,8,6,2,-22,6,-9
CCN1C(=O)[C@H]2[C@@H](c3ccc(-c4cccc(Cl)c4)cc3)N[C@@](C)(C(=O)OC)[C@H]2C1=O,8,16,4,7,-1,18,6,2,-1,4,-11
Cc1ccc(NC(=O)CSc2nnc(-c3ccncc3)o2)cc1,7,1,-10,6,2,1,-12,-7,-21,-14,10
CN1C(=O)[C@H]2[C@@H](/C=C/c3ccccc3)N3C(=O)CN(Cc4ccc(-c5ccccc5)cc4)C(=O)[C@@]3(Cc3ccccc3)[C@H]2C1=O,8,10,-11,6,3,-8,11,21,11,7,5
CCC(=O)NNc1ncnc2c1cnn2-c1ccccc1,-2,4,-11,-4,1,-11,-24,-12,-30,2,7
COc1ccc(C(=O)c2sc(Nc3cccc(OC)c3)c(C(=O)Nc3cccc(C)c3C)c2N)cc1,29,7,27,17,0,97*,0,-35,69,34,18
COc1ccc2[nH]c(=O)c(CN(CCc3ccccc3)Cc3nnnn3CC3CCCO3)cc2c1 (configuration not stated),5,-4,-1,-1,7,-3,-19,7,1,4,2
CCC1CCCCN1C(=O)COC(=O)CN(C)S(=O)(=O)c1ccc(NC(C)=O)cc1 (configuration not stated),-10,15,-26,9,-1,8,-17,16,0,-5,-1
CC(=O)NC1C(=O)N(Cc2ccccc2)c2ccc(Br)cc21 (configuration not stated),14,20,31,-8,-2,9,-9,-5,-5,3,2
Cc1cc(C)c2c(CN(C)Cc3ccccc3)cc(=O)oc2c1,-24,-269,-12,-10,.,-231,-101,-21,-34,.,-118
COC(=O)C(Cc1ccccc1)OS(N)(=O)=O (configuration not stated),-12,16,-2,-20,4,-2,5,-2,-8,1,6
CCOC(=O)C1CCN(c2nc3ccccc3n2CC(=O)c2ccccc2)CC1,9,14,7,1,0,6,-3,10,-1,1,9
O=C(Nc1nc2ccccc2n1CCN1CCCC1)c1ccc(Cl)cc1,-51,-247,14,27,2,-195,-93,-6,3,-20,-2
Cc1nc([N+](=O)[O-])c(C(=O)OCc2ccc(C#N)cc2)n1C,-8,-1,3,-3,-1,-18,-3,0,5,-6,-12
CCCCn1c(N)c(N(CC)C(=O)c2ccc([N+](=O)[O-])c(C)c2)c(=O)[nH]c1=O,1,10,13,-35,0,-8,-10,-11,3,12,-8
CC(=O)c1cccc(Nc2ccc(C#N)cc2)c1,-13,-94,-17,-7,.,-56,-3,4,-25,.,-22
Cc1cccc(NC(=O)C(C)SCc2ccccc2)c1 (configuration not stated),-10,-39,-4,-12,0,-19,-20,0,-2,2,22
O=S(=O)(CCN1C=CC(C(F)(F)F)=NCC1)c1ccc(Cl)cc1Cl,-3,12,22,7,4,0,-1,-8,6,-6,-8
COC(=O)c1c(SCc2ccc(C#N)cc2)nc(=O)[nH]c1C,3,39,-1,2,1,19,7,-16,7,-5,-5
CN(C)C(CNc1ccc(S(C)(=O)=O)cc1[N+](=O)[O-])Cc1ccccc1 (configuration not stated),3,-2,0,-4,-2,10,3,1,-8,5,-8
C=CCc1cccc(C=Nc2cc(Br)ccc2O)c1O,-6,7,17,7,-1,-13,-3,0,25,26,15
CC(C)OCCCNC(=S)Nc1ccc2nc3n(c(=O)c2c1)CCCCC3,3,2,-30,0,1,9,-2,-3,0,17,-18
CCN(CC)S(=O)(=O)c1ccc2c(c1)c(=O)c(C(=O)NCc1ccco1)cn2C,-5,19,2,1,1,22,23,-7,8,7,0
CC(OC(=O)c1cn(-c2ccccc2)nc1-c1cccnc1)C(N)=O (configuration not stated),1,7,-33,-10,0,7,-9,1,0,8,3
CCOC(=O)N1CCN(C(=O)C2CCN(S(C)(=O)=O)CC2)CC1,2,-2,8,10,0,16,-21,12,-29,0,-4
COc1ccc(CCNC(=O)CSc2nc3ccsc3c(=O)n2CC2CCC(C(=O)O)CC2)cc1OC (configuration not stated),-5,11,13,-2,-3,-1,-7,-18,6,8,1
O=C(Cc1cccs1)N1CCC(c2nc3c(nnn3Cc3ccccc3)c(=O)[nH]2)CC1,-4,23,0,3,1,-4,4,6,7,15,11
Cc1ccc(S(=O)(=O)Nc2nc(C)cc(-n3nc(C)cc3C)n2)cc1,16,4,-6,-29,3,-3,-5,3,16,0,3
O=C(CCSc1ccccc1)Nc1nccs1,-14,-78,-6,-12,-1,-53,-9,6,-59,2,0
CCN(CC)C(=O)Cn1cc(S(=O)(=O)Cc2cccc([N+](=O)[O-])c2)c2ccccc21,7,-6,-23,6,2,-8,-5,-4,-8,2,14
COc1cc(NC(=O)CN2C(=O)COc3ccc(S(=O)(=O)N4CCOCC4)cc32)cc(OC)c1,-21,8,-2,-3,-1,15,-3,3,-5,8,1
O=C(c1cc2ccccn2n1)N1CCN(Cc2ccccc2)CC1,-16,-123,-5,29,2,-92,-18,14,-36,.,6
CN1CCN(CC(O)Cn2c3ccccc3c3ccccc32)CC1 (configuration not stated),8,8,5,-19,-3,12,-38,-3,7,1,-6
COc1cc(-c2nnc(SCC(=O)NC3CCCC3)n2C)cc(OC)c1O,0,3,-4,-5,2,-5,-7,5,1,6,30
CC(C)C1N=C2c3ccccc3N=C(SCC(=O)NCCc3ccc(S(N)(=O)=O)cc3)N2C1=O (configuration not stated),-9,1,12,4,1,0,7,-8,-18,-3,0
O=C(CNC(=O)c1ccc(Br)o1)OCC(=O)c1cccc([N+](=O)[O-])c1,-9,13,-6,1,0,13,-9,12,-2,13,-11
Cc1cc(OCC(=O)Nc2ccc(S(=O)(=O)N3CCN(C)CC3)cc2)ccc1Cl,11,21,4,-1,0,16,-21,-2,8,1,5
CC1CCN(C(=O)c2ccc(CS(=O)(=O)Cc3ccccc3)cc2)CC1,4,10,-9,15,-1,-7,13,-4,29,1,18
CC(=O)Nc1ccc(/C=C2\CCc3ccccc3C2=O)cc1,71*,-234,4,39,-2,-308,-56,-57*,-7,-40,76*
COc1ccccc1C(=O)NC(=O)COC(=O)C1CC1,2,-25,0,-13,1,3,-21,-2,-13,-10,-2
COC(=O)c1nc(N)sc1-c1ccc(Cl)cc1,-32,-11,-42,-8,5,-7,0,-3,1,38,12
COc1ccc(NC(=S)N(Cc2cccnc2)Cc2cc3cc(OC)c(OC)cc3[nH]c2=O)cc1,-28,18,-11,-4,-1,27,-11,3,13,2,9
CC(=O)Nc1nnc(SCC(=O)NC(C)(C)C)s1,13,12,2,-26,-1,-1,-2,7,7,-1,-10

# Some of these compounds in order of molecular weight, ascending:
SMILES,TROY signal inh,HIF-2a inh,CF NFkB block,C8 TRAIL sens,NR2E3 ag-1,Peg3 prom inh,NR2E3 ag-2,KKLEB cytotox,Shn3 inh set2,MITF TRPM1 inh,TWEAK-Fn14 inh
O=C(CCSc1ccccc1)Nc1nccs1,-14,-78,-6,-12,-1,-53,-9,6,-59,2,0
CN(C)C(CNc1ccc(S(C)(=O)=O)cc1[N+](=O)[O-])Cc1ccccc1 (configuration not stated),3,-2,0,-4,-2,10,3,1,-8,5,-8
COc1ccc(-c2nnn(CC(=O)N3CCN(c4ccccc4OC)CC3)n2)cc1,24,16,15,4,-1,-1,-16,-12,18,1,8

# Additional results follow:
SMILES,TROY signal inh,HIF-2a inh,CF NFkB block,C8 TRAIL sens,NR2E3 ag-1,Peg3 prom inh,NR2E3 ag-2,KKLEB cytotox,Shn3 inh set2,MITF TRPM1 inh,TWEAK-Fn14 inh
Oc1ccc(/C=N/N(Cc2ccccc2)c2ccccc2)c(O)c1O,7,16,17,7,.,8,-10,8,-19,14,14
Cc1ccccc1NC(=O)Cc1nc(-c2ccc3ccccc3c2)cs1,9,-43,2,0,-1,-13,-14,-7,3,-16,22
O=C(C[n+]1ccc(C(=O)N/N=C/c2ccc(Br)cc2)cc1)c1ccccc1,-13,-1,0,2,1,3,0,-25,10,-7,13
O=C(NC12CC3CC(CC(C3)C1)C2)c1ccccc1O,0,8,32,6,3,7,20,-3,-3,1,-2
Cc1cc(Nc2ccc(C)c(Cl)c2)nc(N2CCOCC2)n1,-30,-81,11,8,1,-54,14,-14,9,.,-14
Cc1nnc(NS(=O)(=O)c2ccc(N=Nc3ccc(N)nc3N)cc2)s1,-18,14,-21,-18,.,1,-35,-2,7,-15,7
O=C(Nc1cccnc1)c1ccc(COc2cc(Cl)ccc2Cl)o1,.,-63,11,2,2,-27,-106,-12,38,-4,11
CCOC(=O)[C@]12CCCC=C1N(Cc1cccc3ccccc13)C(=O)[C@H](CC(=O)NCc1ccc(OC)c(OC)c1)C2,37,-22,.,30,.,.,8,.,.,.,38
